CHT block: inhibitors of human choline transporter CHT. CHT-expressing cells, membrane potential dye, choline response; stronger effect = lower value. B-score at 10 µM. 310,000 tested, 0.86% active;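 active means B-score over 3 SD under the library average, and starting fluorescence ratio not unusually high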;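 further: choline stimulus applied at its EC90 after an EC20 pre-addition; B-score computed on integrated fluorescence ratio after choline addition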
Target sequence (Q9GZV3 whole entry, looked up): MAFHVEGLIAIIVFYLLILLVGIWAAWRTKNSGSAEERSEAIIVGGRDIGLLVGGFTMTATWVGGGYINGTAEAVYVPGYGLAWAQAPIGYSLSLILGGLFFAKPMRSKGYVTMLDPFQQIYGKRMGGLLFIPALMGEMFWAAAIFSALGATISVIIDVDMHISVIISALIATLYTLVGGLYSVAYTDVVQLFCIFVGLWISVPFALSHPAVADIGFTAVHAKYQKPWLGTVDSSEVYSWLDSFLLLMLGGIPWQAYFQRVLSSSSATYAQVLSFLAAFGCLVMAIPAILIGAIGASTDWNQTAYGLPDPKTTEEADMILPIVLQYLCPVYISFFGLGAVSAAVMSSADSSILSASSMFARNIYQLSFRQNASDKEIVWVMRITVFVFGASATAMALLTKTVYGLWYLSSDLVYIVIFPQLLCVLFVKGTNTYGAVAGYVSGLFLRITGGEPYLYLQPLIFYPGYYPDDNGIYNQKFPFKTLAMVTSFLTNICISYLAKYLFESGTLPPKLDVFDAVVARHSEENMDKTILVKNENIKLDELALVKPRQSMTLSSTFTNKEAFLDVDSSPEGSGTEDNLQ
Kir21 inh: inhibitors of mouse Kir2.1 inward-rectifier potassium channel. B-score at 10 µM. HEK293-Kir2.1, FluxOR thallium flux fluorescence; stronger effect = lower value. 310,000 tested, 0.85% active. AID 1672, 2009;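 active means fluorescence ratio B-score at or below minus 3 SD of library scores, with starting-brightness B-score within 2 SD, cut at about -4.2 in these data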;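 further: channel flux triggered by added potassium and thallium sulfate stimulus; B-score of peak minus minimum fluorescence over baseline after thallium stimulus; more negative B-score means stronger Kir2.1 block with less thallium influx; some compounds called inactive have numbers as strong as hits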
Target sequence (P35561 whole entry, looked up): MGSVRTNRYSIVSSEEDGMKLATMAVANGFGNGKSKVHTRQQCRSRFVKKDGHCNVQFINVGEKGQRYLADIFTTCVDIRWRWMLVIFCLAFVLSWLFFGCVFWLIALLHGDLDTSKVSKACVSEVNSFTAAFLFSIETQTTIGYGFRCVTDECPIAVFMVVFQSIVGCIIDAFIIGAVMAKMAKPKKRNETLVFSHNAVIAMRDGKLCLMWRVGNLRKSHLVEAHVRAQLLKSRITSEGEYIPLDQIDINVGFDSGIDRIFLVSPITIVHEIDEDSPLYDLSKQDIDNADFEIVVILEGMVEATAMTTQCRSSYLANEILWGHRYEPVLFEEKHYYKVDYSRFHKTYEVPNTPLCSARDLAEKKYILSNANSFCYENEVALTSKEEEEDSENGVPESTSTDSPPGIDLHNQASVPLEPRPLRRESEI
* hit, by the source's call; i = inactive; . = no result given.

Every second line gives: CHT block, Kir21 inh
> Cc1ccc(NC(=O)c2cc3c(CO)cnc(C)c3oc2=Nc2cccc(C(N)=O)c2)cc1
 : i, -1.35
> CCOC(=O)c1ccc(-n2c(CN3CCC(O)CC3)nc3ccc([N+](=O)[O-])cc3c2=O)cc1
 : i, -2.06
> Cc1ccc(S(=O)(=O)N(C)CC(=O)NC2CC(C)(C)NC(C)(C)C2)cc1
 : i, 0.47
> CCOc1ccc(C(=O)OCc2nnc(-c3cccs3)o2)cc1OC
 : i, 0.21
> CCc1ccc(NC(=O)C2CCN(S(=O)(=O)c3c(C)[nH]c(=O)[nH]c3=O)CC2)cc1
 : i, 0.46
> CCC1Oc2ccccc2N(CC(=O)N2CCOCC2)C1=O (stereo not given)
 : i, -0.28
> O=C(C1CCCN(S(=O)(=O)c2cc(Cl)ccc2Cl)C1)N1CCOCC1 (stereo not given)
 : i, -0.9
> COCCOC(=O)C1=C(C)NC2=C(C(=O)CC(C)(C)C2)C1c1cccnc1 (stereo not given)
 : i, -1.9
> COc1cccc(C(=O)Oc2cc(-c3ccccc3)no2)c1
 : i, -0.94
> Cc1ccc(/C=C/C(=O)Nc2ccc(S(=O)(=O)Nc3cc(C)nc(C)n3)cc2)cc1
 : i, 0.81
> CCOC(=O)N1CCN(C(=O)c2ccc3c(=O)n(CCC4=CCCCC4)c(=O)[nH]c3c2)CC1
 : i, -1.3
> CCOc1cc(/C=C/C(=O)c2ccc(OC)c(CN3CCOCC3)c2)cc(Br)c1O
 : i, -1.99
> CCC(C(=O)N1CCC(C(N)=O)CC1)n1nc(C)n2c(cc3occc32)c1=O (stereo not given)
 : i, 0.34
> CCCCN(C(=O)/C=C/c1ccccc1)C1CCS(=O)(=O)C1 (stereo not given)
 : i, 0.07
> CCc1ccc(/C(C)=N/NS(=O)(=O)c2ccc(OC)cc2)s1
 : ., 1.7
> CCOC(=O)c1cnc(SCC(=O)c2ccc3c(c2)OCCO3)nc1N
 : i, -1.41
> Cc1nc(-c2ccc(NC(=O)CC(C)C)cc2)cs1
 : i, 1.84
> CN1CC(C(=O)O)Cc2c1ccc1ccccc21 (stereo not given)
 : i, -1.02
> CCN(CC)S(=O)(=O)c1ccc(Oc2ccccc2OC)cc1
 : i, 0.09
> Cc1ccc(S(=O)(=O)N2CCN(CCNC(=O)C(=O)NCc3ccccc3)CC2)cc1
 : i, -1.31
> COc1ccc(N2C(=O)CC(N3CCN(Cc4ccc5c(c4)OCO5)CC3)C2=O)cc1 (stereo not given)
 : i, 0.64
> CC1(OC(=O)CCc2ccccc2)C(=O)C=C2C=C(c3ccc(C#N)cc3)N(c3ccccc3)C=C2C1=O (stereo not given)
 : i, 0.35
> CCN(CC)C(=O)c1ccc2c(=O)n(Cc3ccc4c(c3)OCO4)c(=S)[nH]c2c1
 : i, 0.01
> CCS(=O)(=O)N1CCN(C(=O)c2cccc(OC)c2)CC1
 : i, -0.86
> COCCNC(=O)CCN1N=C(c2ccccc2)CCC1=O
 : i, 0.87
> Cc1nc2ccccc2nc1OCC(=O)NCc1ccc2c(c1)OCO2
 : i, -0.36
> Cc1ccc(NC(=O)Nc2ccc(F)cc2)cc1Cl
 : i, 0.7
> Cc1ccc(NC(=O)C2CCCN2C(=O)Oc2ccccc2)cc1C (stereo not given)
 : i, -0.81
> Cc1ccc(S(=O)(=O)N(C)CCCC(=O)Nc2ccncc2)cc1
 : i, 0.23
> CC(=O)NC(NC(C)=O)c1ccc(N(C)C)cc1
 : i, 0.24

Further records follow.
Every second line gives: CHT block, Kir21 inh
> COc1ccc(C(=O)O)cc1S(=O)(=O)Nc1cccc(C)c1
 : i, 0.08
> Cc1c(C(=O)NCc2c(F)cc(F)cc2F)oc2ccc(S(=O)(=O)N3CCOCC3)cc12
 : i, 0
> CC1CCC(C(C)C)C(OC(=O)Cn2c(-c3ccccc3)[n+](C)c3ccccc32)C1 (stereo not given)
 : i, -7.64*
> C1CCC2(CC1)C1=C(CCCC1)Nc1nnnn12
 : i, 0.58
> COCCCNC(=O)CCCn1c(=O)c2ccccc2n(CC(=O)Nc2c(C)cccc2C)c1=O
 : i, 1.27
> Cc1cccc(NC(=O)c2onc3c2CCCC3)n1
 : i, 1.32
> O=C(Cc1cccs1)NCc1ccc2c(c1)OCO2
 : i, 0.13
> COc1ccc(C(=O)c2c3ccc(C(F)(F)F)cc3[n+]([O-])n2CCCN)cc1
 : -6.35*, -0.19
> Cc1csc(=O)n1CC(=O)OCC(=O)Nc1ccc(Cl)cc1F
 : i, -0.92
> CCCCC(=O)NNC(=S)NC(=O)CCC
 : i, -0.03
> Cc1ccc2c(NC(=O)c3ccco3)cccc2n1
 : i, 0.02
> CCOc1ccc(CCN2C(=O)c3cccnc3C2=O)cc1OCC
 : i, 1.47
> CCN(CC)S(=O)(=O)c1ccc(NS(=O)(=O)c2ccc(F)cc2)cc1
 : i, -1.5
> Cc1ccc(/C(N)=N/OC(=O)c2ccco2)cc1
 : i, -0.3
> COc1nc(N(C)S(=O)(=O)c2ccc(C)cc2)nc(C)c1Br
 : i, 0.95
> CCS(=O)(=O)Nc1cccc(C(=O)O)c1
 : i, 0
> C=CCNc1cc(N2CCCC2)ccc1[N+](=O)[O-]
 : i, 1.92
> O=C1CC(c2cccc(Cl)c2)CC(O)=C1C=Nc1cccc(Cl)c1 (stereo not given)
 : i, 0.97
> C=CCn1c(SCC(=O)N(C)C2CCS(=O)(=O)C2)nc2ccccc2c1=O (stereo not given)
 : i, 0.05
> COc1ccc(Cn2c(=O)[nH]c3cc(C(=O)NCCCN4CCCC4)ccc3c2=O)cc1
 : i, -0.3
> CN(C)C(=O)C[n+]1ccc(/C=N/O)cc1
 : i, -4.06
> N#C/C(=C/c1ccc(OCc2ccccc2)cc1)C(=O)NC1CCCCC1
 : i, -0.43
> CCOc1ccc(NC(=O)c2ccc3c(=O)n(-c4ccc(OC)cc4OC)c(=S)[nH]c3c2)cc1
 : i, 0.49
> Cc1cccc[n+]1C1C(c2ccccc2)C(C#N)=C(C(=C=[N-])C#N)NC1(O)C1CC1 (stereo not given)
 : i, 2.08
> O=C(NCC1CCCO1)c1onc(CSc2ccc(Cl)cc2)c1C(=O)O (stereo not given)
 : i, 0.21
> O=C(NCc1c(O)ccc2ccccc12)c1ccccc1
 : i, 3.15
> Cc1cccc(NC(=O)Cn2c(=O)oc3cc(S(=O)(=O)N4CCCC4)ccc32)n1
 : i, 2.36
> O=C(COC(=O)c1cc(-c2ccc(Cl)s2)nc2ccccc12)NCc1ccco1
 : i, -1.31
> O=C1Nc2ccc(Br)cc2C1=Nc1cccnc1
 : i, 1.31
> COc1cc(CC(NC(C)=O)C(=O)NC2CCN(C(=O)C3CC3)CC2)cc(OC)c1 (stereo not given)
 : i, -0.33

Later entries:
Every second line gives: CHT block, Kir21 inh
> COC(=O)Nc1c(-c2ccccc2)nc2ccccn12
 : i, 2.84
> COc1ccc(CCC(=O)OCC(=O)Nc2ccc(OC)c(OC)c2)cc1OC
 : i, 0
> CCN(CC)S(=O)(=O)c1ccc(N2CCCC2)c(NC(=O)CC(C)(C)C)c1
 : i, 0.01
> c1ccc2c(c1)CCCN2c1nc(N2CCOCC2)nc(N2CCOCC2)n1
 : i, -0.88
> CC(C)Cc1nnc(NC(=O)CCC(=O)Nc2ccc3cn[nH]c3c2)s1
 : i, 1.48
> Clc1ccc(-n2nnnc2-c2ccccc2)cc1
 : i, .
> COc1cccc(NC(=O)c2ccccc2N2C(=O)C3C4C=CC(C5CC45)C3C2=O)c1 (stereo not given)
 : i, 0.06
> O=C(O)[C@H](Cc1ccccc1)NC(=O)N1CCCCCC1
 : i, 0.67
> CS(=O)(=O)N(Cc1ccccc1)c1ccc(C(=O)NCCSCc2ccco2)cc1
 : i, 1.65
> COc1ccccc1C(=O)N/N=C/c1ccc(Cl)s1
 : i, 0.31
> CSc1ncccc1C(=O)OCC(=O)c1ccccc1
 : i, -0.3
> COc1ccc(NC(=O)CN(C)CC(=O)Nc2ccc3c(c2)CCC3)cc1
 : i, -0.36
> O=C(COC(=O)COc1cccc(C(F)(F)F)c1)NC1CCCC1
 : i, -0.05
> CN1CCC(OC(=O)COc2ccc(F)cc2)CC1
 : i, 1.63
> CNC(=S)Nc1ccc([N+](=O)[O-])c(C)c1
 : i, 0.19
> Cc1nnc(SCC(=O)Nc2ccccc2F)n(N)c1=O
 : i, -1.07
> O=C(OCc1nnc(-c2ccccc2)o1)C1CC(=O)N(c2ccccc2)C1 (stereo not given)
 : i, 2.33
> OC(COc1c(Cl)cc(Cl)cc1Cl)CN1CCCCC1 (stereo not given)
 : i, -0.28
> COc1ccc(C(=O)[C@H]2[C@H]3C(=O)N(c4ccc(OC(C)=O)cc4)C(=O)[C@H]3C3C=CC=NN32)cc1 (stereo not given in full)
 : i, 0.32
> CCC(=O)N1c2ccc(S(=O)(=O)N3CCN(CC)CC3)cc2CC1C (stereo not given)
 : i, -0.05
> CC(NCc1ccc2c(c1)OCO2)C(=O)N1CCc2ccccc21 (stereo not given)
 : i, 0.07
> CC(=O)c1ccccc1OC(=O)c1c(F)cccc1F
 : i, 0.71
> O=C(CSc1nnc(NC(=O)C2CC2)s1)Nc1ccccc1C(F)(F)F
 : i, -0.99
> COc1ccc(/C=C/C2=Nc3ccccc3NC(C)(C)C2)cc1OC
 : i, -0.4
> CCOC(=O)N1CCN(C(=O)CSc2nnc(CNC(=O)c3c(F)cccc3Cl)o2)CC1
 : i, -0.14
> CCOP(=O)(OCC)C(Nc1ccccc1)c1ccco1 (stereo not given)
 : i, 0.83
> COCCCC1CCN(C(=O)C2CCC(=O)N(CCc3cccc(F)c3)C2)CC1 (stereo not given)
 : i, 0.53
> Oc1cccc(Oc2ncc(C(F)(F)F)cc2Cl)c1
 : i, -0.51
> CCc1nnc(NS(=O)(=O)c2ccc(N/C=C\C(=O)c3cccc4ccccc34)cc2)s1
 : i, -0.04
> CCOC(=O)C1CN(S(=O)(=O)c2ccccc2)C1
 : i, -1.43

New compounds follow.
Every second line gives: CHT block, Kir21 inh
> Cc1ccc2cccc(Oc3nnnn3-c3ccccc3)c2n1
 : i, 1.19
> Cc1cc(C(F)(F)F)nn2cnnc12
 : i, 2.48
> CC(C)c1ccc(-c2c(C#N)c(N)nc3c2CCCCC3)cc1
 : i, -1.93
> CCC(C(=O)N1CCC(N2CCCCC2)CC1)n1nc(C)c2sc3ccccc3c2c1=O (stereo not given)
 : i, 1.31
> O=C(NC1CCCC1)C(c1ccsc1)N(CCc1ccccc1)C(=O)Cc1cccs1 (stereo not given)
 : i, 0.99
> COc1cc(OC)c(OC)cc1/C=N/NC(=O)c1ccc(=O)n(C)c1
 : i, 1.27
> C/C(=N\NC(=O)c1ccc(NS(=O)(=O)c2cccs2)cc1)c1cccs1
 : i, 0.35
> CCOC(=O)c1ccc(N2C(=O)c3n[nH]c(C)c3C2c2ccccc2)cc1 (stereo not given)
 : i, 0.66
> Cc1cc2sc(NC(=O)c3ccco3)nc2cc1Cl
 : i, 0.57
> CCOc1ccc(CCNC(=O)COC(=O)c2ccc(C)c([N+](=O)[O-])c2)cc1OCC
 : i, 0
> CCCCc1cc(=O)oc2c(CN(CC)CC)c(O)c(Cl)cc12
 : i, 0.59
> O=C1CSC(c2ccccc2)N1Nc1nc(N2CCOCC2)nc(N2CCOCC2)n1 (stereo not given)
 : i, 1.46
> CCCC(=O)Nc1ccc2c(c1)nc1n2CCSC1
 : i, -0.35
> CC1(OC(=O)C2CCCC2)C(=O)C=C2C=C(c3ccsc3)N(CCc3ccccn3)C=C2C1=O (stereo not given)
 : i, -0.41
> Cc1ccc(-c2cc(C(=O)Nc3nn[nH]n3)c3ccccc3n2)cc1
 : i, -1.69
> CCOc1ccccc1N(CC(=O)Nc1ccccc1)S(=O)(=O)c1ccccc1
 : i, 0.33
> Cc1cc(Cl)c(S(=O)(=O)N2CCCC2)cc1OCC(=O)NC1CCCCC1
 : -5.16*, -1.18
> O=C(Cn1cc(Cl)c([N+](=O)[O-])n1)NCCC1=CCCCC1
 : i, 0.27
> Cc1ccc(CS(=O)Cc2ccc(C(=O)NCc3ccc4c(c3)OCO4)o2)cc1 (stereo not given)
 : i, -0.42
> Nc1nonc1-n1nnc(C(=O)N/N=C/c2c(F)cccc2Cl)c1-c1ccc2c(c1)OCO2
 : i, 1.06
> O=C(Cc1c(F)cccc1Cl)N1CCCC1
 : i, -0.05
> Cc1cc(=O)n2nc(-c3ccccc3)sc2c1C#N
 : i, 0.51
> Cn1cc(CN(CCO)Cc2cccs2)c(-c2ccccc2F)n1
 : i, -0.64
> CCc1nnc(NC(=O)CSc2nnc(Cc3ccc(OC)cc3)o2)s1
 : i, -0.77
> CC(C)C12CN3CCN(CC(C3)/C1=N\NC(=O)Nc1ccccc1)C2
 : i, -0.27
> Cc1cccn2c(=O)c(/C=N/O)c(N3CCCC3)nc12
 : i, 0
> O=C(NCCS(=O)(=O)N1CCN(c2ccccc2F)CC1)C1CC(=O)N(c2ccc(F)cc2)C1 (stereo not given)
 : i, -0.47
> COC(=O)c1c(NC(NC(C)=O)C(Cl)(Cl)Cl)sc2c1CCCC2 (stereo not given)
 : i, -1.21
> CCOC(=O)c1sc(NCc2ccco2)c(-c2nc3ccccc3s2)c1N
 : i, -0.79
> CCCN1C2=NCCN2c2ccccc21
 : i, 0.96
> COc1ccc(OC)c(Nc2ncnc3sccc23)c1
 : i, -0.57
> Cn1ccs/c1=N\S(=O)(=O)c1ccc(Br)cc1
 : i, -0.78

Gathered by group: the compounds so far with a nitro group on carbon.
Every second line gives: CHT block, Kir21 inh
> CCOC(=O)c1ccc(-n2c(CN3CCC(O)CC3)nc3ccc([N+](=O)[O-])cc3c2=O)cc1
 : i, -2.06
> C=CCNc1cc(N2CCCC2)ccc1[N+](=O)[O-]
 : i, 1.92
> CNC(=S)Nc1ccc([N+](=O)[O-])c(C)c1
 : i, 0.19
> CCOc1ccc(CCNC(=O)COC(=O)c2ccc(C)c([N+](=O)[O-])c2)cc1OCC
 : i, 0
> O=C(Cn1cc(Cl)c([N+](=O)[O-])n1)NCCC1=CCCCC1
 : i, 0.27

Screening data from PubChem BioAssay.
